BoNT A protease: inhibitors of Botulinum neurotoxin A light chain protease; multiplex microsphere protease substrate cleavage, flow cytometry; inhibition, % at 10 µM; actives 0.17% (n = 360,000); note: plate controls were buffer without enzyme for full effect and enzyme alone for no effect
Anthrax LF prot: anthrax lethal factor protease inhibition; P15917; multiplex microsphere protease cleavage assay, LF; inhibition, % at 10 µM; actives 0.12% (n = 360,000); AID 588501; note: plate controls were buffer without enzyme for full effect and enzyme alone for no effect
Y pestis TopoI: inhibitors of Yersinia pestis topoisomerase I | Y. pestis Topo-I cleavage product accumulation, plate reader | activity, % at 10 µM | actives 0.064% (n = 360,000) | AID 504884; in the data active = activity above about 50%, passing the limit was not always enough; inconclusive = no clear call, values can overlap the other calls; note: inactives centre near 2
PrPC surface inh: inhibitors of human cell surface prion protein PrPC; P04156; TR-FRET read-out; inhibition, % at 13.8 µM; actives 0.43% (n = 370,000); AID 720596; in the data active = inhibition above about 24%; note: 0% = median of the test wells and 100% = reference compound wells
TcdB GH inh: blocks C. difficile toxin B glycohydrolase activity | inhibition, % at 9.99 µM | AID 652162 | TcdB glycohydrolase enzymatic assay, plate reader | actives 0.24% (n = 350,000) | P18177; in the data active = inhibition above about 10%
Target sequence (P18177 whole entry, looked up): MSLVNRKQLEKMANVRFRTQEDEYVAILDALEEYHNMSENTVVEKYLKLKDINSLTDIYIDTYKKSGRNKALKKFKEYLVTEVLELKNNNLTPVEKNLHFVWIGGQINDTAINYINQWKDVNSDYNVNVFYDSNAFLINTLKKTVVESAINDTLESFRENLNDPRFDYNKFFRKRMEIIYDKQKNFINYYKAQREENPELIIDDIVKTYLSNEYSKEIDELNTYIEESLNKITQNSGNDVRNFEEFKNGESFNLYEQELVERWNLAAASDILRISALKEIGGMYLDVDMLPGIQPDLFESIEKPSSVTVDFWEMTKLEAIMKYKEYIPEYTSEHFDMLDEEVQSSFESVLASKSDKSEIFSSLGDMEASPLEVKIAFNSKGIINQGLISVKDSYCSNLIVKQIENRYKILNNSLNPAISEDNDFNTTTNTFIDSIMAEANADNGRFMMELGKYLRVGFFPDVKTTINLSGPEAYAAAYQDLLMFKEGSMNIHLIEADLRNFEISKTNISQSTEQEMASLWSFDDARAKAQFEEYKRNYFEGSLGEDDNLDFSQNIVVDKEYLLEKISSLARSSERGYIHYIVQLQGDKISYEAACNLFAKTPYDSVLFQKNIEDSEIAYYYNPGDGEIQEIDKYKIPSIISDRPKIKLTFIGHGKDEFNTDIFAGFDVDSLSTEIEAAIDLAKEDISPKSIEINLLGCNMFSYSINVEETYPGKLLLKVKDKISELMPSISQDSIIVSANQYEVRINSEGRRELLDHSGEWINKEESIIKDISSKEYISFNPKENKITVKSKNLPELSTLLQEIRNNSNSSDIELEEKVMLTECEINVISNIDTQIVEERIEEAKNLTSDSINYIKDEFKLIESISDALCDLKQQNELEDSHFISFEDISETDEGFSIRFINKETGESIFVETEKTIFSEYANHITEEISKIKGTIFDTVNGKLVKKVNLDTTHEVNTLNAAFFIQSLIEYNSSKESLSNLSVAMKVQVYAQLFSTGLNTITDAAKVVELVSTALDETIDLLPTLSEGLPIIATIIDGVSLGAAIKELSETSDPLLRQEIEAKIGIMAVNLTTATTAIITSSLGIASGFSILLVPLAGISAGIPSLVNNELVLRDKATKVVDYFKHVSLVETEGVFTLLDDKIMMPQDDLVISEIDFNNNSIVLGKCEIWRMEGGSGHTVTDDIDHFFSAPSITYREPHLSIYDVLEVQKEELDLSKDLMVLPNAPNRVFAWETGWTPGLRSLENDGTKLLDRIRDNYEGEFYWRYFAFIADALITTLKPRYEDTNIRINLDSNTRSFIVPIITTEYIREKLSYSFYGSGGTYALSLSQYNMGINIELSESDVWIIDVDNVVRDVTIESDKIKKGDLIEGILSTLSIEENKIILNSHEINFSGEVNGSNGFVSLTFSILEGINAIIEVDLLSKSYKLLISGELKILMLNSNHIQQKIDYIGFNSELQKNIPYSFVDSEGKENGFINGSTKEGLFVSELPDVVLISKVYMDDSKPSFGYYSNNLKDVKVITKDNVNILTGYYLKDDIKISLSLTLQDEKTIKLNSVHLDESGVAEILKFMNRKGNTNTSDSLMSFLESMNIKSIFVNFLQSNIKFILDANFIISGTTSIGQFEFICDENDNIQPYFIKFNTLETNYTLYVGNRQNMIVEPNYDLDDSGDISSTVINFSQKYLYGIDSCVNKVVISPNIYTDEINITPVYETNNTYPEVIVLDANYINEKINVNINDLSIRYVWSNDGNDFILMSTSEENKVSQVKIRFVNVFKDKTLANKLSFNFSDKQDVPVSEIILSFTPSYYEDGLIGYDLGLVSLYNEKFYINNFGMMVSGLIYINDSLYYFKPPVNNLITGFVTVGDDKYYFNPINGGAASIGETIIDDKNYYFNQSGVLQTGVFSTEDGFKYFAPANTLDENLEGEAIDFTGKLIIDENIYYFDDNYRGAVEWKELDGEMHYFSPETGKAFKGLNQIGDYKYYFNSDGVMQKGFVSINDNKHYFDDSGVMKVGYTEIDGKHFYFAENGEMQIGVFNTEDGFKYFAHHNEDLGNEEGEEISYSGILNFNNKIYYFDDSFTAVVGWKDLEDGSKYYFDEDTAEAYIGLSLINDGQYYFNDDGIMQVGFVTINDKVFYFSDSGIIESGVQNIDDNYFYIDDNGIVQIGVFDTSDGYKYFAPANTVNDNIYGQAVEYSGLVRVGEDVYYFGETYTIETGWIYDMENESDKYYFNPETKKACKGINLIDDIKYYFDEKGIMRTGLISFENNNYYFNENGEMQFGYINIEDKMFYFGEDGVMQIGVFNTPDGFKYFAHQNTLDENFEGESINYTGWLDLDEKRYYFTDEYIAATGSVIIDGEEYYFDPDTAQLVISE
PriA SSB inh: K. pneumoniae PriA-SSBct interaction inhibition. AlphaScreen SSBct-PriA binding, biotinylated peptide. inhibition, % at 33 µM. actives 0.6% (n = 430,000). AID 1272365; in the data active = inhibition mostly above about 37%, no sharp cut-off; inactive = mostly below about 20%;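 note: plate controls were negative control peptide for no effect and reference peptide for full effect; strong numbers were not always called active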
Vc quorum ag: quorum light induction in luxS cqsA deficient V. cholerae | V. cholerae BH1578 lux reporter, luminescence, 6 h | activation, % at 18.7 µM | actives 0.16% (n = 350,000) | AID 588436; in the data active = activation mostly above about 9.7%, no sharp cut-off; inconclusive = no clear call, values can overlap the other calls; inactive = mostly below about 3.7%; note: not every result past the cut was called active; inactives centre near 0; reference of the scale not given here
PfHsp40 yeast: restores yeast growth despite PfHsp40 toxicity | S. cerevisiae expressing PfHsp40, growth rescue, ATP luminescence | growth rescue, % at 12.5 µM | actives 0.68% (n = 340,000) | AID 504582; in the data active = growth rescue above about 28%, passing the limit was not always enough; inconclusive = no clear call, values can overlap the other calls;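 note: yeast W303a lacking pdr1 and pdr3 grown in galactose medium; growth measured after three days at 30 °C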
3CLpro inhibitor: SARS-CoV 3CLpro protease inhibition; recombinant SARS-CoV 3CLpro, quenched FRET peptide cleavage; actives 0.14% (n = 290,000); AID 1706; P0C6X7; inhibition, % at 6 µM; in the data active = inhibition above about 12%
* marks the source's active call; other numbers are inactive results; i = inactive; ? = inconclusive; . = not tested or not shown; & = joins results of further samples. Cut-off read from the data, not from the text of the source, unless noted: active = inhibition above about 30%; inconclusive = no clear call, values can overlap the other calls; inactive = below that. This is a subset; rates above refer to the full screens.

SMILES | BoNT A protease | Anthrax LF prot | Y pestis TopoI | PrPC surface inh | TcdB GH inh | PriA SSB inh | Vc quorum ag | PfHsp40 yeast | 3CLpro inhibitor
CSc1ccc(C(O)c2ncc(-c3ccccc3Cl)[nH]2)cc1 (stereo not given) | -0.8 | -9 | 0 | -4 | 1.7 | . | i | . | .
O=C(Cn1nnc(-c2ccc(CN3CCOCC3)cc2)n1)Nc1nc(-c2ccccc2)cs1 | 0.3 | -10 | 2 | 1 | . | 12 | -1.3 | 0.6 | 0
CC(=O)Nc1ccc(SCC(=O)NCCc2ccc(F)cc2)cc1 | -0.5 | 3 | -14 | -8 | 1.3 | -1 | -0.6 | 0.1 | -3
Cc1c(Br)ccc(NC(=O)COc2ccccc2C(N)=O)c1C | -0.4 | 1 | 4 | 1 | 0.6 | 16 | i | -1.1 | -4
CN1C(=O)N(CC(=O)Nc2sccc2C(N)=O)C(=O)C12CCCCC2 | -2.9 | 0 | 0 | 4 | 0.8 | 2 | -3.7 | -0.1 | .
CC(C)NCC(O)COCCOc1ccc(Cl)cc1 (stereo not given) | -0.6 | -3 | -8 | -2 | -1.0 | -2 | -0.5 | 0.5 | 2
O=C(CC1C(=O)NCCN1C(=O)Nc1ccccc1)Nc1ccc(F)cc1 (stereo not given) | -10 | -8 | 0 | 8 | 2.9 | -1 | i | -1.0 | 3
O=C1C2C3CCCC3=C3CCCC3C2C(=O)N1c1ccc(F)cc1 (stereo not given) | 0.0 | 0 | 2 | -4 | . | 2 | i | -0.1 | 3
CCNC(=S)N(CCN(CC)CC)Cc1cc2cc3c(cc2[nH]c1=O)OCO3 | -2.1 | -11 | 1 | -4 | 1.0 | 1 | i | -0.9 | 0
O=S(=O)(NC1CC1)c1ccc(S(=O)(=O)N2CCCC3(CCCCC3)C2)cc1 | -0.7 | 5 | 6 | 9 | . | -4 | -0.2 | 0.6 | 3
CCN(CCCNC(=O)C1CCN(S(=O)(=O)c2cnc[nH]2)CC1)c1cccc(C)c1 | 0.5 | 1 | -4 | 0 | . | 3 | 7.7 | 0.0 | 0
CCOC(=O)N1CCN(C(=O)c2ccc3c(c2)N(C)C(=O)/C(=C\c2ccc(OCC)c(OC)c2)S3)CC1 | 1.8 | -3 | 21 | -16 | -0.3 | 6 | -0.2 | 1.8 | -1
COc1ccc(Cl)cc1NC(=O)CN(C)C(=O)c1ccc(C)s1 | 1.5 | -5 | 0 | -2 | 0.5 | -4 | 9.4 | 1.4 | .
Cc1nc2ccccc2c(=O)n1-c1ccc([N+](=O)[O-])cc1 | -2.3 | -16 | 1 | -11 | 0.5 | -5 | i | 1.5 | -4
CNC(C)Cc1ccccc1Sc1ccc(O)cc1 (stereo not given) | 0.6 | 1 | -5 | -7 | . | -4 | . | -0.7 | 4
Cc1ccc(-c2nc(N(C)C3CCN(C)CC3)c3ccccc3n2)cc1 | -0.4 | -4 | -1 | -10 | . | 12 | -8.3 | -0.7 | -1
O=C(COC(=O)Cc1c(Cl)cccc1Cl)Nc1ccccc1-c1ccccc1 | 0.6 | 1 | ? | 10 | . | -17 | -0.3 | 1.2 | 3
COc1ccccc1-n1cnc(N)c1C(=O)c1ccccc1 | -0.5 | 1 | 1 | -2 | . | -14 | 0.7 | 2.8 | 4
Nc1[nH]c(C(=O)c2ccccc2)c(-c2ccc(F)cc2)c1C(=O)NCCc1c[nH]c2ccccc12 | 0.0 | 1 | . | -5 | 1.7 | . | . | . | .
CCn1c(SCC(=O)N2CCN(c3ccc(Cl)cc3)CC2)nc2ccccc2c1=O | 0.2 | 1 | -2 | -3 | . | -19 | -1.9 | 0.3 | -3
CN(C(=O)c1cccc(NC(=O)Cc2cccc(NC(=O)C3CCCN(C(=O)c4ccccc4)C3)c2)c1)C1CC1 (stereo not given) | -0.3 | 2 | 31 | -7 | 1.8 | -13 | -1.4 | 0.0 | .
COc1ccccc1Oc1ccc(S(=O)(=O)N2CCCC2)cc1 | 0.8 | -3 | -11 | . | 1.9 | -11 | 0.1 | 1.0 | 5
COc1ccc2c(c1)OC[C@H]1[C@H]2N2C(=O)CN(Cc3ccco3)C(=O)[C@@]2(C)[C@H]1c1ccccc1 | -0.2 | -2 | -4 | 4 | -7.8 | 8 | i | -0.4 | .
Cc1c(NC(=O)COC(=O)c2ccc(S(=O)(=O)N3CCOCC3)cc2)c(=O)n(-c2ccccc2)n1C | -0.7 | -9 | -5 | 1 | 0.6 | -9 | -0.2 | 0.0 | 0
CC(C)(C)N(Cc1ccccc1)C(=O)COC(=O)[C@@H]1CCCN1C(=O)c1cccs1 | 2.5 | 0 | 8 | -4 | 1.7 | 10 | -0.3 | 0.5 | .
CCc1ccc(NC(=O)c2n[nH]c(=O)c3ccccc23)cc1 | -0.8 | -3 | 3 | 11 | 0.1 | -7 | i | -1.0 | 1
Cc1ccc(-c2nn(CCC(N)=O)c(=O)c3ccccc23)cc1 | 2.0 | -18 | 1 | . | 0.9 | -3 | i | 0.4 | 5
CCNC(=O)CN(Cc1ccccc1)S(=O)(=O)c1ccccc1 | -2.0 | -2 | 6 | 2 | 1.6 | -3 | i | -0.5 | -1
CN(C)S(=O)(=O)c1ccc(C(=O)NCC2CC2(Cl)Cl)cc1 (stereo not given) | -5.2 | 2 | 0 | 4 | 2.3 | -8 | -0.4 | -1.1 | 2
COc1cccc(-c2c(C(=O)N/N=C/c3ccco3)nnn2-c2nonc2N)c1 | . | . | 3 | -8 | -0.2 | . | i | 1.1 | -5
CN(C)C(Cc1ccc(C#N)cc1)C(=O)c1ccccc1 (stereo not given) | -0.2 | -2 | 2 | -8 | 1.9 | -9 | i | 0.0 | 4
O=C(O)c1ccc([N+](=O)[O-])c2c1C(=O)c1ccccc1C2=O | ? | -49 | -3 | -72 | 1.4 | -3 | -0.7 | -0.4 | .
Cc1cc(C)c(C)c(S(=O)(=O)N2CCN(C(=O)c3ccncc3)CC2)c1C | 1.3 | 2 | 7 | 2 | -1.1 | 4 | -0.8 | 1.2 | .
Cc1ccc(NC(=O)CN(C)C(=O)c2cccc(S(=O)(=O)NCc3ccccc3)c2)cc1 | . | . | 13 | 4 | -2.6 | -7 | -5.3 | 1.4 | .
COc1ccc(C2C(C(=O)c3ccccc3)N3c4ccccc4C=CC3C2[N+](=O)[O-])cc1 (stereo not given) | ? | ? | -5 | -17 | 0.8 | -1&29 | -0.3 | 0.6 | 3
Cc1ccc(C)c(N2CCN(C(=O)c3cccn4c(=O)c5sccc5nc34)CC2)c1 | -0.6 | -3 | 19 | -14 | -0.1 | -7 | i | 1.4 | 4
CCN1C/C(=C/c2ccc(OC)c(O)c2)C(=O)/C(=C/c2ccc(OC)c(O)c2)C1 | -0.2 | -3 | 9 | -6 | 0.2 | 0 | i | -0.4 | 5
COc1cccc(N(C(=O)c2ccco2)C(C(=O)NC2CCCC2)c2cccnc2)c1 (stereo not given) | 0.0 | -3 | -1 | 11 | . | 5 | -17 | 0.8 | -6
COc1c(Cl)cc(-c2noc(C)c2C(=O)NCc2ccc3c(c2)OCO3)cc1Cl | -1.2 | -4 | 2 | 3 | 0.6 | -9 | -0.5 | -0.2 | -5
Cc1ccc(C(=O)CCC(=O)Nc2ccccc2F)cc1 | -0.9 | -1 | 4 | 4 | 0.1 | -12 | 1.0 | 0.4 | -1
C[C@@H]1CN([C@H](C)CO)C(=O)c2cc(Br)cnc2O[C@H]1CN(C)C(=O)Cc1ccncc1 | 0.2 | 1 | 0 | 1 | 1.2&0.1 | . | 2.4 | . | .
COc1cccc(/C=N/n2c(-c3ccco3)nc3ccccc3c2=O)c1 | 0.4 | 0 | 28 | -1 | . | . | i | -0.4 | 0
O=C(COC(=O)C1CCN(S(=O)(=O)c2cccs2)CC1)Nc1ccccc1 | 0.0 | 0 | 3 | 4 | 0.0 | -12 | -0.2 | 0.6 | 4
CC1(C)NC(=O)N(CCC(=O)Nc2ccc(C(C)(C)C)cc2)C1=O | 0.3 | -2 | -8 | -1 | 0.3 | . | -0.6 | . | .
Cc1cc(C#N)c2ccccc2n1 | 0.5 | -2 | -8 | -3 | . | -5 | i | -0.9 | 3

Among those listed so far, 2 contain a cyano group:
SMILES | BoNT A protease | Anthrax LF prot | Y pestis TopoI | PrPC surface inh | TcdB GH inh | PriA SSB inh | Vc quorum ag | PfHsp40 yeast | 3CLpro inhibitor
CN(C)C(Cc1ccc(C#N)cc1)C(=O)c1ccccc1 (stereo not given) | -0.2 | -2 | 2 | -8 | 1.9 | -9 | i | 0.0 | 4
Cc1cc(C#N)c2ccccc2n1 | 0.5 | -2 | -8 | -3 | . | -5 | i | -0.9 | 3

Additional compounds follow:
SMILES | BoNT A protease | Anthrax LF prot | Y pestis TopoI | PrPC surface inh | TcdB GH inh | PriA SSB inh | Vc quorum ag | PfHsp40 yeast | 3CLpro inhibitor
O=C(NCCCN1CCOCC1)c1cccc(S(=O)(=O)N2CCc3ccccc3C2)c1 | 0.9 | 10 | 7 | 3 | -1.1 | 5 | -0.3 | -2.2 | 0
CCN(CC)C(=O)COC(=O)c1ccc(C)c(NC(=O)c2ccco2)c1 | -0.1 | -4 | 6 | 4 | 1.4 | -2 | i | -0.9 | -2
CCOc1ccc(CCNC(=O)Cc2ccc(S(=O)(=O)N3CCOCC3)s2)cc1OCC | -0.2 | 4 | 7 | 7 | -1.7 | -3 | 1.4 | 0.3 | .
CCOC(=O)c1[nH]c2ccc(Br)cc2c1NC(=O)CCN1CCN(C(=O)OCC)CC1 | 0.9 | -2 | 10 | 4 | . | -12 | i | 0.8 | 0
NCCc1nnc(SCc2ccc(F)cc2)o1 | 1.8 | -20 | -4 | -7 | . | -3 | -0.3 | 0.5 | -3
CCC1C(=O)Nc2nc(-c3ccccc3)c(-c3ccccc3)n2N=C1C (stereo not given) | -0.2 | -6 | 13 | 2 | . | 0 | 0.8 | 0.5 | 6
C=CCNc1nc(-c2ccccn2)nnc1-c1ccccc1 | -12 | -1 | -1 | 21 | . | -9 | 0.6 | 354* | -1
COC(C(=O)Nc1ccnn1C1CCN(Cc2ccccn2)CC1)c1ccccc1 (stereo not given) | -2.7 | -3 | 8 | -4 | 0.1 | 0 | -0.1 | -1.1 | -2
CCN(CC(=O)NC1CCS(=O)(=O)C1)C(=O)c1ccc(S(=O)(=O)N(CC)CC)cc1 (stereo not given) | 3.8 | 7 | 3 | -9 | 0.5 | -10 | 2.6 | 0.1 | .
CC1(C(=O)Nc2ccccc2)CCN1C(=O)C1(c2ccc(Cl)cc2)CC1 (stereo not given) | -0.4 | 0 | 23 | 6 | 0.3 | . | -0.6 | . | .
COc1ccc(C(=O)c2cn[nH]c2-c2cc(C)ccc2O)cc1 | 1.2 | 6 | 10 | 0 | 1.3 | 1 | -1.4 | 0.7 | 3
CC(C)c1ccc(-c2nnn(CC(=O)N3CCCCC3)n2)cc1 | -0.2 | -4 | 15 | 1 | 0.9 | 8 | i | 2.5 | 1
C=C[C@]1(C)C=C2C(=O)[C@@]3(O)OC(=O)[C@@]4(CCCC(C)(C)[C@H]34)[C@@]2(O)CC1 | -0.3 | 4 | . | 2 | -1.5 | . | . | . | .
CC(C)NC(=O)c1cc(C2CCCCN2C(=O)c2ccccc2)on1 (stereo not given) | 0.1 | -2 | -2 | -8 | 0.0 | . | 0.9 | . | .
CC(OC(=O)c1ccc(S(=O)(=O)NCc2ccco2)cc1)C(=O)Nc1ccccc1 (stereo not given) | -0.6 | -4 | -1 | 10 | -0.2 | -5 | -1.2 | 0.3 | .
O=C(CNC(=O)c1cccc(-n2cccc2)c1)Nc1ccccc1Br | -0.2 | 6 | -5 | -3 | 1.5 | . | i | . | .
COc1ccc(NC(=O)CN(C)C(=O)c2cc(-c3ccco3)nc3ccccc23)cc1 | 2.8 | 1 | 0 | -4 | 8.5 | 1 | -0.8 | 0.6 | .
Cc1ccc(NC(=O)c2nc[nH]c2C(=O)NCCCNC(=O)c2[nH]cnc2C(=O)Nc2ccc(C)cc2)cc1 | -0.5 | -2 | -3 | . | 1.6 | -10 | -1.3 | -0.6 | .
